# Compound activity deposited in PubChem by Broad Institute.
# esBAF inh: SWI/SNF esBAF complex inhibition. actives 2% (n = 350,000). mouse ES cells, Bmi1-luciferase knock-in reporter, 24 h; 100% = twice the neutral-well signal. AID 602393. reporter increase, % at 12.5 µM; in the data active = activation above about 40%; inconclusive = no clear call, values can overlap the other calls;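 also: 0% = median of the plate's neutral control wells and 100% = double that signal; a rise in the Bmi1 reporter signal indicates esBAF inhibition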
# RAD54 inh: inhibitors of human RAD54 branch migration; Q92698; RAD54 Holliday junction branch migration, FAM/BHQ fluorescence; inhibition, % at 10.4 µM; actives 0.14% (n = 360,000); AID 602329;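 active = mean normalized replicate activity at least 40 and at least half of replicates scoring 40 or more; inconclusive = only one of the two criteria met; inactive = mean below 40 and under half of replicates reaching 40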;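 also: 0% = median of neutral control wells and 100% = median of positive control wells; inhibitors cause a drop in the FAM fluorescence signal; in these data hits start at about 50%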
# Target sequence (Q92698 whole entry, looked up): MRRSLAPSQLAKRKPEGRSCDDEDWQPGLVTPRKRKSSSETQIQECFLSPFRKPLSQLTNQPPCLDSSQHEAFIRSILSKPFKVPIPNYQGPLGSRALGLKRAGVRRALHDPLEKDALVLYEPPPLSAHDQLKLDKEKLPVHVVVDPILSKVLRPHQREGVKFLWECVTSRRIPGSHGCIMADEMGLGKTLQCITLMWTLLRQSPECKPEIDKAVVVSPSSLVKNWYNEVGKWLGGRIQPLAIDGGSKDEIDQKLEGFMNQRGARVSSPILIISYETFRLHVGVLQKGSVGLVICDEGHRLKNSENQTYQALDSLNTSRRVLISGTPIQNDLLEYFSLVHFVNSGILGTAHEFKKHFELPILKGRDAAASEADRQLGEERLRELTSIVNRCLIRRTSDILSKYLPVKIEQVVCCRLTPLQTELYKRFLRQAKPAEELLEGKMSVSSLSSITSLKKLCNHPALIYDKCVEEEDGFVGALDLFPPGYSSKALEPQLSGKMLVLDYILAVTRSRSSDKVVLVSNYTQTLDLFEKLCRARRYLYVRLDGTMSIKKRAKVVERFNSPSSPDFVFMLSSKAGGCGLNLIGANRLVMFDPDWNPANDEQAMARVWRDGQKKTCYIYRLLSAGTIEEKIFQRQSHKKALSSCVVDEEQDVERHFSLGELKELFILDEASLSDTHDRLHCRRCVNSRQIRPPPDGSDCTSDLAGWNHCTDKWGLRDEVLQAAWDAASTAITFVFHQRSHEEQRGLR
# The depositor's hits bear a star; ? = inconclusive. The list is partial. The share of hits here may be higher or lower than overall.
(1) COc1ccc2nc(NC(=O)C3CCCN(S(=O)(=O)c4cccc5nsnc45)C3)sc2c1 (centres undefined)
(2) CCC1c2ccc(C)n2CCN1C(=O)Nc1ccccc1OC (centres undefined)
(3) CCn1nc(NS(=O)(=O)c2ccccc2[N+](=O)[O-])c2cc3ccc(C)cc3nc21
(4) O=C(Nc1ccc2c(c1)OCO2)c1ccc(Cl)s1
(5) COc1ccccc1C(=O)Nc1ccc(N2CCN(S(C)(=O)=O)CC2)cc1
(6) Cc1nnc(SCCN2CCOCC2)n1-c1cccc(Cl)c1

assay / compound	1	2	3	4	5	6
RAD54 inh	-5	-16	7	-3	8	9
esBAF inh	15	14	7	0	44*	-7

(7) O=C(O)CSc1nc2ccc(Cl)cc2[nH]1
(8) CC(C)(C)NC(=O)C(c1ccco1)N(Cc1ccc2c(c1)OCO2)C(=O)Cn1nnc2ccccc21 (centres undefined)
(9) N#Cc1ccc(COC(=O)C2CCC(=O)N2)cc1 (centres undefined)
(10) CCn1cnc2cc(NCc3nc4ccccc4n3Cc3ccccc3)ccc21
(11) CC(=O)c1cccc(NC(=O)C2Cc3c(-c4ccc(Cl)cc4)ccnc3O2)c1 (centres undefined)
(12) COc1ccc(NC(=O)C2=C(C)Nc3ncnn3C2c2ccccc2C(F)(F)F)c(OC)c1 (centres undefined)

assay / compound	7	8	9	10	11	12
RAD54 inh	0	-2	14	-2	-11	-6
esBAF inh	-1	3	-5	-10	-5	2

(13) O=S(=O)(NC1CCCC1)c1cccc(-c2nnc(-c3ccccc3)o2)c1
(14) CCSc1nc2ccc(OC)cc2cc1C#N
(15) NC(=O)Nn1c(CCC(=O)O)ccc1-c1ccc(F)cc1
(16) c1ccc(-c2cc(N3CCCCC3)ncn2)cc1
(17) CCCCNc1ccc(C(=O)Nc2cccc(C)n2)cc1[N+](=O)[O-]
(18) c1ccc(-n2ncc3c(N4CCN(CCOc5cccc6ccccc56)CC4)ncnc32)cc1

assay / compound	13	14	15	16	17	18
RAD54 inh	2	1	-6	5	-9	-4
esBAF inh	9	21	-6	44*	?	0

(19) Cc1ccc(NC(=O)CN(C)S(=O)(=O)c2cccc3nsnc23)cc1Cl
(20) Cc1cc(C)n2nc3nc4c(cc3c2n1)CCCC4
(21) CS(=O)(=O)N1CCN(c2ccc([N+](=O)[O-])c(NCc3ccccc3)c2)CC1
(22) CC(C)(C)OC(=O)NCCc1nnc(SCc2ccc(Cl)cc2)o1
(23) CCS(=O)(=O)N1CCC(C(=O)NCc2ccccc2OC)CC1
(24) Nc1nc(-c2cccnc2)nn1C(=O)Cc1ccccc1

assay / compound	19	20	21	22	23	24
RAD54 inh	3	-15	-10	-4	-6	-3
esBAF inh	4	6	6	9	3	0

(25) Fc1ccccc1-c1nc(-c2ccccc2)no1
(26) Cc1cc2c(ncn2C)c(NS(=O)(=O)c2cc(Cl)ccc2Cl)c1C
(27) COc1cccc(C(=O)Nc2nc3c(s2)CN(C)CC3)c1
(28) Cc1ccc(CNC(=O)CSc2nc3ccsc3c(=O)n2NC(=O)c2ccccc2)cc1
(29) COc1cc(NC(=O)c2cccs2)c(C(=O)OCC(=O)NCc2ccco2)cc1OC
(30) COC(=O)c1cc(NCc2cccs2)ccc1N1CCOCC1

assay / compound	25	26	27	28	29	30
RAD54 inh	-5	-4	13	6	-8	-5
esBAF inh	-4	-8	12	13	-2	8

(31) O=S(=O)(Nc1nc2ccccc2[nH]1)c1ccccc1
(32) COc1ccc(OC)c(N(CC(=O)O)S(=O)(=O)c2ccc(OC)c(OC)c2)c1
(33) Cc1cc(NC(=O)CSc2nnc(CNc3ccc(F)cc3)n2C2CCCCC2)no1
(34) Cc1noc(NS(=O)(=O)c2ccc(NC(=O)c3ccoc3C)cc2)c1C
(35) O=C1OCCC1N1C(=O)c2ccccc2S1(=O)=O (centres undefined)
(36) CCCc1nnc(SCC(=O)N2CCOCC2)n1C

assay / compound	31	32	33	34	35	36
RAD54 inh	3	-17	8	3	9	-7
esBAF inh	4	2	-7	3	2	-7

(37) Cc1nnc(SCc2c(Cl)cccc2Cl)s1
(38) O=C(COC(=O)c1cn(-c2ccccc2)nc1-c1cccs1)NC1CC1
(39) CCn1c(SCC(N)=O)nc2c1c(=O)n(C)c(=O)n2C
(40) CCC(=O)Nc1c(C#N)c2nc3ccccc3nc2n1-c1ccccc1C
(41) COc1ccc2[nH]cc(CCN=C3SCC(=O)N3C)c2c1
(42) Cc1cccc(NC(=O)c2cccnc2)c1

assay / compound	37	38	39	40	41	42
RAD54 inh	5	0	-2	7	7	14
esBAF inh	55*	6	-5	-3	14	-6

(43) C=C(C)C(=O)Nc1ccc(OC(F)(F)C(F)F)c(NC(=O)C(=C)C)c1
(44) NC(=O)NC[C@@H]1CC[C@@H](Cc2ccc(-c3ccccc3)cc2)O1
(45) COc1ccc(C2/C(=C(/O)c3ccccc3)C(=O)C(=O)N2CCO)cc1 (centres undefined)
(46) CCn1c(SCC(=O)Nc2ccc3c(c2)OCO3)nc2ccccc21
(47) CCN(CCNC(=O)CS(=O)(=O)Cc1nc(-c2cccc(OC)c2)oc1C)c1ccccc1
(48) COc1ccc(OCCCC(=O)Nc2nnc(C3CCCO3)s2)cc1 (centres undefined)

assay / compound	43	44	45	46	47	48
RAD54 inh	3	-3	6	7	-7	0
esBAF inh	-7	69*	4	7	-4	2

(49) CC(C)N(C(=O)NC(=O)NCC1CCCO1)S(C)(=O)=O (centres undefined)
(50) O=C(NCCc1c[nH]c2ccccc12)Nc1cccc2ccccc12
(51) O=C(Nc1nncs1)c1cccc(S(=O)(=O)N2CCCC2)c1
(52) CCOC(=O)N1CCN(C(=O)C2CCC(CNS(=O)(=O)c3ccccc3)CC2)CC1 (centres undefined)
(53) Cc1cc(C)c(S(=O)(=O)N(CC(=O)N2CCOCC2)C2CCCCC2)c(C)c1
(54) COc1cc(S(=O)(=O)N2CCCCCC2)ccc1Cl

assay / compound	49	50	51	52	53	54
RAD54 inh	-6	-15	-17	-7	-2	5
esBAF inh	5	0	-6	0	-4	-3

(55) CCC(=O)Nc1ccc(NC(=O)CSc2nc3cc4c(cc3cc2C)CCC4)cc1
(56) Cc1ccc(NC(=O)c2ccc(CNS(=O)(=O)c3cccc(C(F)(F)F)c3)cc2)cc1
(57) CC(=O)N=C1SC2CS(=O)(=O)CC2N1c1c(Cl)cccc1Cl (centres undefined)
(58) C=CCn1c(SCC(=O)NCc2cccs2)nnc1C1CCCCC1
(59) CCC(C)NC(=O)COc1ccc(Br)c(C)c1 (centres undefined)
(60) COC(=O)CSc1ccc2c(N)c(C(=O)OC)sc2c1

assay / compound	55	56	57	58	59	60
RAD54 inh	18	-5	3	-5	-10	2
esBAF inh	0	0	-3	0	15	-5

(61) Cc1ccc(NC(=O)c2c(C(F)(F)F)nn(C)c2SCc2ccc(Cl)cc2)cc1C
(62) O=C(c1ccc(Cl)s1)N1CCc2ccccc21
(63) COc1ccc2c(c1)C1(C)CC(C)(C)N2C(=O)N1c1ccccc1 (centres undefined)
(64) Cc1ccc2oc(-c3cccc(NC(=O)c4cc(-n5cnnc5)ccc4Cl)c3)nc2c1
(65) CCOc1nc(N=C(N)N)nc2c(C)cccc12
(66) CCOc1ccccc1OC(=O)c1ccco1

assay / compound	61	62	63	64	65	66
RAD54 inh	9	-2	3	6	60*	1
esBAF inh	14	27	8	17	15	-2

(67) O=C1CCCC2=C1C1(CCCC1)N=C(Nc1nc3ccccc3s1)N2
(68) CCOC(=O)Cn1c(=O)c2c(nc3n2CCN3Cc2ccccc2)n(C)c1=O
(69) O=C(CCN1C(=O)C2C3C=CC(C3)C2C1=O)N1CCN(c2cccc(Cl)c2)CC1 (centres undefined)
(70) OCCNCc1cc(Br)ccc1OCc1ccc(Cl)cc1Cl
(71) COC(=O)CSc1nnc(Cc2cc(=O)[nH]c(=O)[nH]2)n1-c1cccc(OC)c1
(72) O=C(Nc1ccc2c(c1)OCCO2)c1cccc(S(=O)(=O)N2CCOCC2)c1

assay / compound	67	68	69	70	71	72
RAD54 inh	-7	-4	2	13	-7	2
esBAF inh	2	-2	3	-29	-8	?

(73) CS(=O)(=O)N1CCN(C(=O)c2ccccc2)C1
(74) CN(CCCn1c(=S)[nH]c2ncccc2c1=O)Cc1ccccc1
(75) Cc1nc(=S)c2ccccc2[nH]1
(76) Cc1cc2ncn(CCOc3ccccc3)c2cc1C
(77) CCOC(=O)c1c(NC(=O)c2cccs2)sc(CC)c1-c1cccs1
(78) Cc1cc(NC(=O)c2ccccc2Cl)no1

assay / compound	73	74	75	76	77	78
RAD54 inh	-2	-1	7	4	-9	4
esBAF inh	1	-5	-2	83*	-8	29

# Of the compounds above, 16 contain a Cl atom.
(4) O=C(Nc1ccc2c(c1)OCO2)c1ccc(Cl)s1
(6) Cc1nnc(SCCN2CCOCC2)n1-c1cccc(Cl)c1
(7) O=C(O)CSc1nc2ccc(Cl)cc2[nH]1
(11) CC(=O)c1cccc(NC(=O)C2Cc3c(-c4ccc(Cl)cc4)ccnc3O2)c1 (centres undefined)
(19) Cc1ccc(NC(=O)CN(C)S(=O)(=O)c2cccc3nsnc23)cc1Cl
(22) CC(C)(C)OC(=O)NCCc1nnc(SCc2ccc(Cl)cc2)o1
(26) Cc1cc2c(ncn2C)c(NS(=O)(=O)c2cc(Cl)ccc2Cl)c1C
(37) Cc1nnc(SCc2c(Cl)cccc2Cl)s1

assay / compound	4	6	7	11	19	22	26	37
RAD54 inh	-3	9	0	-11	3	-4	-4	5
esBAF inh	0	-7	-1	-5	4	9	-8	55*

(54) COc1cc(S(=O)(=O)N2CCCCCC2)ccc1Cl
(57) CC(=O)N=C1SC2CS(=O)(=O)CC2N1c1c(Cl)cccc1Cl (centres undefined)
(61) Cc1ccc(NC(=O)c2c(C(F)(F)F)nn(C)c2SCc2ccc(Cl)cc2)cc1C
(62) O=C(c1ccc(Cl)s1)N1CCc2ccccc21
(64) Cc1ccc2oc(-c3cccc(NC(=O)c4cc(-n5cnnc5)ccc4Cl)c3)nc2c1
(69) O=C(CCN1C(=O)C2C3C=CC(C3)C2C1=O)N1CCN(c2cccc(Cl)c2)CC1 (centres undefined)
(70) OCCNCc1cc(Br)ccc1OCc1ccc(Cl)cc1Cl
(78) Cc1cc(NC(=O)c2ccccc2Cl)no1

assay / compound	54	57	61	62	64	69	70	78
RAD54 inh	5	3	9	-2	6	2	13	4
esBAF inh	-3	-3	14	27	17	3	-29	29

# (cont.)
(79) CCC1(c2ccc(F)cc2)NC(=O)N(CC(=O)N2CCOCC2)C1=O (centres undefined)
(80) COC(=O)c1c(NC(=O)c2c(-c3ccccc3Cl)noc2C)sc2c1CCC2
(81) Cc1ccc(NC(=S)N2CCN(C(=O)C3CCCO3)CC2)c(C)c1 (centres undefined)
(82) O=C1CCC([N+](=O)[O-])C(c2ccccc2Cl)N1 (centres undefined)
(83) CCN(C1CCCCC1)S(=O)(=O)c1ccc(S(=O)(=O)NCc2ccncc2)cc1
(84) C=C(C)CN(CC)CCC(=O)Nc1ccc(OC)cc1OC

assay / compound	79	80	81	82	83	84
RAD54 inh	1	1	-5	-6	-16	-4
esBAF inh	1	-9	-1	-7	-3	0

(85) COc1cc(-c2nnc(-c3ccc(N4CCOCC4)cc3)o2)cc(OC)c1OC
(86) OCCN1CCN(CC#CCn2c3ccccc3c3ccccc32)CC1
(87) Nc1ccc(-c2cnc(N)c(C(=O)c3cccnc3)n2)cn1
(88) Cn1c(SC2=CS(=O)(=O)c3ccccc32)nc2ccccc21
(89) O=C(CCN1CCOCC1)Nc1c(-c2ccccc2)c2cc(Br)ccc2[nH]c1=O
(90) CC(C)(C)N1C(=O)c2ccccc2NC(=O)N1Cc1ccccc1

assay / compound	85	86	87	88	89	90
RAD54 inh	6	5	2	11	4	9
esBAF inh	10	-3	-34	6	-3	-3

(91) CCc1nnc(NC(=O)CSc2nc(-c3ccc(OC)cc3)ns2)s1
(92) C/C(=N/NC(=O)c1cc2ccccc2cc1O)C1C(=O)c2ccccc2C1=O
(93) CS(=O)(=O)n1nc(OC(=O)c2cccc3ccccc23)cc1N
(94) O=C(CCSc1ccccc1)Nc1nc2c(s1)CCCC2
(95) COc1ccc(CCNc2oc(-c3ccccc3OC)nc2C#N)cc1
(96) Cc1oc2c(c1C(=O)NCCCC(=O)O)CCCC2

assay / compound	91	92	93	94	95	96
RAD54 inh	2	-2	3	-4	-4	-1
esBAF inh	3	51*	21	27	9	-6

(97) CCCCCCC(=O)N1CCN(c2cc3c(cc2F)c(=O)c(C(=O)O)cn3CC)CC1
(98) Cc1nc(SC2CC(=O)N(c3ccccc3)C2=O)nc2c1CCCC2 (centres undefined)
(99) O=C(c1cccc2ccccc12)N1CCC(N2CCN(c3ccccc3)CC2)CC1
(100) Cc1ccc(OCc2nnc(SCC(=O)c3cccc([N+](=O)[O-])c3)n2C)cc1
(101) CCOc1ccc2oc(C(=O)Nc3ccc(N4CCOCC4)cc3)c(C)c2c1
(102) COCCN(CCOC)S(=O)(=O)c1ccc(C(=O)NC2CCN(Cc3ccccc3)CC2)cc1
(103) O=[N+]([O-])c1cccc(/C=N\N2CCN(c3ccc(Cl)cc3)CC2)c1

assay / compound	97	98	99	100	101	102	103
RAD54 inh	5	9	4	6	-3	-2	-3
esBAF inh	13	3	4	2	14	5	-6
